FAS TE block = FAS thioesterase domain inhibitors, primary screen, biochemical, fluorescence intensity, uHTS; 360,000 compounds, 0.67% hits; inhibition, % at 15 µM; Fatty acid synthase (Homo sapiens), P49327; recombinant FAS-TE, OMFH fluorogenic substrate, fluorescence endpoint;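 active = compounds whose normalised, plate-corrected inhibition of enzyme fluorescence in the single-dose primary screen is 50% or more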;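 also: 0% = DMSO with enzyme and 100% = substrate without enzyme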
MsrA act = bovine MsrA enzyme activators, primary screen, biochemical, absorbance, HTS. purified bovine MsrA, absorbance read-out. activation, % at 10.6 µM. 360,000 compounds, 0.3% hits. AID 602163, 2012; in the data active = activation above about 7.5%;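 also: 0% = vehicle and 100% = reference activator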
MLLE-PAM2 inh = inhibitors of PABP1 MLLE–PAM2 peptide binding, primary screen, biochemical, fluorescence polarization, FITC-PAM2, GST-MLLE; Polyadenylate-binding protein 1 (Homo sapiens), P11940; inhibition, % at 20 µM; 360,000 compounds, 0.36% hits; in the data active = inhibition above about 35%, passing the limit was not always enough;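 also: plate controls were DMSO wells with GST-MLLE for no effect and wells lacking GST-MLLE protein for full effect; some results filed as inactive read as strong as hits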
CSN inh = inhibitors of CSN-mediated cullin deneddylation, primary screen, biochemical, fluorescence polarization, uHTS. COP9 signalosome complex subunit 5 (Homo sapiens), Q92905. Purified CSN, SCF-Nedd8-OG deneddylation. inhibition, % at 12.5 µM. 360,000 compounds, 0.38% hits. AID 651999, 2013;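 active = pattern-corrected inhibition above about 35%, with an unprinted fluorescence ratio check between 0.5 and 1.5, limit read from the data, passing the limit was not always enough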;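 also: 0% = enzyme with substrate and 100% = substrate without enzyme; some results filed as inactive read as strong as hits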
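Assay system: Purified human Csn5 enzyme expressed in HEK293T cells | Amount: Enzyme 0.24 nM | Measured by: Fluorescence polarization readout | Medium: Tris/NaCl/DTT buffer, pH 7.5 | Compound dosing: One concentration, 12.5 µM, 0.25% DMSO | Times: 90 min incubation of compound, enzyme and substrate at room temperature | Control set: no-enzyme wells high, enzyme-with-substrate wells low | Read-out: % inhibition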
Rin1 Abl inh = inhibitors of Rin1-Abl protein binding, primary screen, biochemical, TR-FRET | inhibition, % at 7.35 µM | Tyrosine-protein kinase ABL1 (Homo sapiens) + Ras and Rab interactor 1 (Homo sapiens), … | 360,000 compounds, 0.4% hits; in the data active = inhibition above about 5%, passing the limit was not always enough
Target sequence (P00519 whole entry, looked up): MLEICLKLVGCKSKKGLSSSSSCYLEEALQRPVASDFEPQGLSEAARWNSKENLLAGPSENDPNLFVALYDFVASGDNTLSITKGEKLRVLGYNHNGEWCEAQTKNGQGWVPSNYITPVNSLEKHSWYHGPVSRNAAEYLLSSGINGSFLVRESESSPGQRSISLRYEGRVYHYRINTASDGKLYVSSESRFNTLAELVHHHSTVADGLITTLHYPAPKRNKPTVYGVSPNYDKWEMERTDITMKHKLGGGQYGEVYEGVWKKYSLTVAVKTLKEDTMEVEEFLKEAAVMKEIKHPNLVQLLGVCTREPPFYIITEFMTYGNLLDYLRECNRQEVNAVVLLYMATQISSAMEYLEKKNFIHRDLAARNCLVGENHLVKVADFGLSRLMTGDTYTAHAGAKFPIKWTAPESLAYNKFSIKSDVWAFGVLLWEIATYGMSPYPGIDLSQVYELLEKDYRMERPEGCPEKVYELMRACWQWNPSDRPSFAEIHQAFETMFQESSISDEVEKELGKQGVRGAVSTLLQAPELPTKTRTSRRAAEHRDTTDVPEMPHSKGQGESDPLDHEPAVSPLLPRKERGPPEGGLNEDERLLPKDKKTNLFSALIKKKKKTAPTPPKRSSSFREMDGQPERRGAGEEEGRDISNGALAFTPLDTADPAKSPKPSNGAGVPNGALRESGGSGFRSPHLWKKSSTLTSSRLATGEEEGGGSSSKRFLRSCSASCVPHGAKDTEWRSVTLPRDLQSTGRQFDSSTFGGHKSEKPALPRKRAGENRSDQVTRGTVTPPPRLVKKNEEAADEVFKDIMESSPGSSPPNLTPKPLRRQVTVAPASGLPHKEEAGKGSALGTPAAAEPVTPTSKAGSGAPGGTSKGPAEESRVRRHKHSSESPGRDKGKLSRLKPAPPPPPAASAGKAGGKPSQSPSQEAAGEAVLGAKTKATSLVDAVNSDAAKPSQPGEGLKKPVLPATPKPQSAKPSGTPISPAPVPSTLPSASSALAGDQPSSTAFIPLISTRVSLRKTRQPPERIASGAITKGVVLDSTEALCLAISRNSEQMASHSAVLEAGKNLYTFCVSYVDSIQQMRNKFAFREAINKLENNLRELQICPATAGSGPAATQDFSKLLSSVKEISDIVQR
Target sequence (Q13671 whole entry, looked up): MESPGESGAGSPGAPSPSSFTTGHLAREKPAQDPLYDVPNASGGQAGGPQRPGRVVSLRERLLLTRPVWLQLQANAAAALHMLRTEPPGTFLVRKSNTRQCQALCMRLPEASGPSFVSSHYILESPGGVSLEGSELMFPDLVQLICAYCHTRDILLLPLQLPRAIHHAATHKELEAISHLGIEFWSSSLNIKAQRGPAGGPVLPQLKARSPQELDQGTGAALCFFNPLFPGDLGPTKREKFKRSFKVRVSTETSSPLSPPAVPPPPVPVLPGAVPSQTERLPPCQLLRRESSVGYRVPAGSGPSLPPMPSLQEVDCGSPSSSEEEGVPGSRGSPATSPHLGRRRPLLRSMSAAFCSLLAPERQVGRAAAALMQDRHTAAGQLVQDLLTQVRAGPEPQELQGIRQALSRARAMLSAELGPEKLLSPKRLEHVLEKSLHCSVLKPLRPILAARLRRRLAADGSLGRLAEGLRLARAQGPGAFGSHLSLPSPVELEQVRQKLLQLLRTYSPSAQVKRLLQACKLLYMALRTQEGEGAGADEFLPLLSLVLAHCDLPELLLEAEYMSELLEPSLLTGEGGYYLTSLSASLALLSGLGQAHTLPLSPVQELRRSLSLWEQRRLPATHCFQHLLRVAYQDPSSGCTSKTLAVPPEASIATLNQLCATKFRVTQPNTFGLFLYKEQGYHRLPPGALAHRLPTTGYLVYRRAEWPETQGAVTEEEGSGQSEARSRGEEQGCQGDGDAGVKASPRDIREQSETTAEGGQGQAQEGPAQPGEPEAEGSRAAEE
eLon inh = inhibitors of E. coli Lon protease, primary screen, biochemical, fluorescence polarization | purified E. coli Lon protease | AID 602123, 2011 | 360,000 compounds, 0.42% hits | inhibition, % at 7.94 µM; in the data active = inhibition above about 13%, passing the limit was not always enough;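 also: 0% = enzyme with probe and DMSO and 100% = no enzyme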
Tb MetRS inh = T. brucei MetRS inhibitors, primary screen, biochemical, luminescence. methionyl-tRNA synthetase (Trypanosoma brucei brucei). purified T. brucei MetRS, ATP depletion, Kinase-Glo luminescence. inhibition, % at 11.9 µM. 360,000 compounds, 0.4% hits. AID 624268, 2012;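 active = inhibition above a per-plate cutoff of the control wells' mean inhibition plus 3 SD, cut at about 5.5% in these data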;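 also: 0% = DMSO wells median and 100% = median of wells with control inhibitor compound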
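Dosing: 11.9 µM single point; system: parasite MetRS enzyme; technique: luminescence of leftover ATP; times: 15 min enzyme-compound preincubation, 2 h reaction, 10 min detection, 25 °C; replicates: each compound tested once; read-out basis: percent inhibition relative to median high and low control wells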
Neddyl block = inhibitors of cullin neddylation, primary screen, biochemical, TR-FRET, uHTS, NAE and Ubc12; NEDD8-conjugating enzyme Ubc12 (Homo sapiens) + NEDD8-activating enzyme E1 regulatory …; 360,000 compounds, 0.58% hits; calls only at 25 µM; in the data active = inhibition above about 36%
MsrA inh = bovine MsrA enzyme inhibitors, primary screen, biochemical, absorbance, HTS. Methionine sulfoxide reductase A (Bos taurus). purified bovine MsrA, absorbance read-out. inhibition, % at 15.5 µM. 360,000 compounds, 0.75% hits. AID 651718, 2012; in the data active = inhibition above about 4.5%;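 also: 0% = vehicle wells with enzyme and 100% = reference inhibitor wells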
Starred values were filed as active, the others as inactive; i = inactive; . = no result given. Hits appear at their usual frequency. Share with any hit: about 4%.

The opening 3 compounds as a preview:
SMILES	FAS TE block	MsrA act	MLLE-PAM2 inh	CSN inh	Rin1 Abl inh	eLon inh	Tb MetRS inh	Neddyl block	MsrA inh
CCCCCOC(=O)Cc1c(O)c2ccccc2n(C)c1=O	-9	-3	-2	2	3	2	0.1	i	0.4
CCC(C)NC(=O)C(Cc1ccccc1)NS(=O)(=O)c1cccc2nsnc12 (stereo not drawn)	-3	-6	3	-7	0	6	-0.2	i	-0.4
Cn1c(N)c(C(=O)COC(=O)Cc2c(F)cccc2Cl)c(=O)n(C)c1=O	-4	0	6	-2	3	-1	-0.1	i	0.3

The list itself, from the start:
SMILES	FAS TE block	MsrA act	MLLE-PAM2 inh	CSN inh	Rin1 Abl inh	eLon inh	Tb MetRS inh	Neddyl block	MsrA inh
CCCCCOC(=O)Cc1c(O)c2ccccc2n(C)c1=O	-9	-3	-2	2	3	2	0.1	i	0.4
CCC(C)NC(=O)C(Cc1ccccc1)NS(=O)(=O)c1cccc2nsnc12 (stereo not drawn)	-3	-6	3	-7	0	6	-0.2	i	-0.4
Cn1c(N)c(C(=O)COC(=O)Cc2c(F)cccc2Cl)c(=O)n(C)c1=O	-4	0	6	-2	3	-1	-0.1	i	0.3
Cc1cc(=O)[nH]c(SCC(=O)Nc2c(C)n(C)n(-c3ccccc3)c2=O)n1	-7	-2	14	-2	3	-2	-0.3	i	-0.3
CC(=O)Nc1ccc2c(=O)n(-c3ccccc3)sc2c1	-8	7.7*	26	0	-1	3	-0.1	i	4.4
COc1ccc(-c2noc(CCC(=O)N3CCN(Cc4ccccc4)CC3)n2)cc1	-1	-6	-9	1	3	0	-0.8	i	-0.5
Cc1nc2cc(NC(=O)CSc3nc4c(C)cccc4cc3C#N)ccc2s1	-13	-8	-6	-3	-3	-3	-1.1	i	0.0
NC1=NC(=O)C(Cc2cc(Cl)ccc2Cl)S1 (stereo not drawn)	0	2	5	-7	5	2	0.5	i	-1.1
COc1ccc(Cl)cc1C=CC=NNS(=O)(=O)c1ccc(C)cc1	15	-3	-32	7	2	9	-0.3	i	2.1
CCOC(=O)c1ccc(NC(=O)COc2ccc(S(=O)(=O)NC(C)(C)C)cc2)cc1	-10	-2	1	-1	3	-2	-1.3	i	-1.9
C=CCn1c(SCC(=O)Nc2ccc(O)cc2)nc2sc(C)c(C)c2c1=O	-2	-1	6	1	-1	0	-0.3	i	-0.4
CCOC(=O)c1sc2ncn(CC(=O)NCC3CCCO3)c(=O)c2c1C (stereo not drawn)	-8	-2	-8	-1	-4	-9	-0.2	i	0.1
CCCS(=O)(=O)NC(=O)C1(C)CCN(C(=O)Cc2cccc3ccccc23)C1 (stereo not drawn)	-13	-2	-1	-6	-2	-7	-0.1	i	.
Cc1ccccc1Nc1nn2c(=O)c3ccccc3nc2s1	-2	-2	-36	-4	-3	5	-0.3	i	0.9
O=C(CNc1n[nH]c(=O)[nH]c1=O)N/N=C/C1CC=CCC1 (stereo not drawn)	-3	-3	8	-2	0	2	-0.3	i	-0.5
Cc1nc2cc(C(F)(F)F)ccc2n1CCNc1nc(-c2cc(Cl)c(N)c(Cl)c2)cs1	12	0	-20	0	-1	4	-0.4	i	1.0
COc1ccc(C2CC(c3ccccc3C(F)(F)F)=NN2c2ccc(S(N)(=O)=O)cc2)cc1 (stereo not drawn)	21	0	-11	-5	-3	-9	-0.1	.	2.2
Cc1ccc2cc(C#N)c(SCc3nnc(-c4ccccc4[N+](=O)[O-])o3)nc2c1	22	-7	10	-1	1	-1	-0.9	i	-1.2
CCCCNC(=O)C1(C)CCN1C(=O)Cc1cccc2ccccc12 (stereo not drawn)	-9	-4	-6	-1	-4	-4	-0.4	i	-0.4
COCc1cc(=O)[nH]c(Nc2nc3ccc(C)cc3o2)n1	-4	-4	-3	2	5	0	-0.6	i	1.7
O=C(NNC(=O)c1ccccc1O)c1ccccc1O	-2	-1	-5	3	3	0	-0.5	i	1.7
O=[N+]([O-])c1cc(Br)c2nsnc2c1N1CCOCC1	15	-2	-10	3	-12	-3	-0.7	i	1.4
O=[N+]([O-])c1cccc(-c2ccc(SCc3cccnc3)nn2)c1	53*	-7	-2	-5	-7	2	-0.5	i	-1.1
Cn1c(CCN2CCCCC2)nc2cc([N+](=O)[O-])ccc21	-2	-14	-3	-3	3	-4	-1.4	i	1.6
O=C(O)c1ccc2c(c1)C(=O)N(CCC1=CCCCC1)C2=O	-5	-3	0	5	1	12	-0.2	i	-0.3
Cc1ccc(NC(=O)C(C)OC(=O)c2cc(=O)[nH]c3ccccc23)cc1S(=O)(=O)N1CCOCC1 (stereo not drawn)	9	-4	-18	1	4	-9	-0.3	i	0.6
CCN(CC)c1cc(C)c(C#N)c2nc3ccccc3n12	2	-2	-8	1	-2	-3	-0.6	i	1.9
CCOC(=O)CC1NC(=O)c2ccccc21 (stereo not drawn)	-10	-7	0	-4	-1	-2	-0.3	i	2.0
O=C(NCc1ccccc1F)c1ccc(S(=O)(=O)N2CCCC2)cc1	-5	-2	7	-7	2	-5	-0.3	i	0.5
CC1CC(=O)N(CC(=O)NCc2ccc3c(c2)OCO3)c2ccccc2S1 (stereo not drawn)	-2	-2	-2	2	-3	-5	0.3	i	1.7
Cc1cc(S(=O)(=O)N2CCOCC2)ccc1OCC(=O)Nc1cccc(F)c1	2	1	-1	-1	-1	2	1.8	i	-0.1
O=C(N1CCN(c2ccccc2)CC1)C(F)(F)C(F)(F)F	-2	-1	5	-2	-1	-10	-0.8	i	-0.2
CC(C)c1ccc(OCC(=O)NCc2ccco2)cc1	-5	-12	-1	4	-1	-1	-1.1	i	1.0
Cc1cn(CC(=O)N[C@H](C)c2cccc3ccccc23)c(=O)[nH]c1=O	-8	-4	6	2	-2	-5	-0.4	i	-0.7
CSCCC(=O)Nc1cc(S(=O)(=O)N2CCOCC2)ccc1N1CCN(C)CC1	0	-3	2	-19	-1	1	1.6	i	-0.9
O=C(NC1CCCCC1)C(Cc1ccccc1)NS(=O)(=O)c1cccs1 (stereo not drawn)	-6	-11	-6	6	3	0	-1.5	i	-0.2
COc1ccc(NC(=O)c2cc(-c3cccc(OC)c3)on2)cc1	-4	-2	6	-1	-2	-12	0.3	.	1.3
Cc1ccsc1C1C(C#N)=C(N)N(N(C)C)C2=C1C(=O)CCC2 (stereo not drawn)	-4	-2	11	-8	0	16	-0.9	i	-0.6
Cc1ccc(CNS(=O)(=O)c2ccc(-n3cnnn3)c(C)c2)cc1	1	-10	-10	4	4	-5	-0.4	i	0.8
CC(=O)OCC1OC(OCc2cn(C[C@H]3CC[C@H](Cn4cc(COC5OC(COC(C)=O)C(OC(C)=O)C(OC(C)=O)C5OC(C)=O)nn4)O3)nn2)C(OC(C)=O)C(OC(C)=O)C1OC(C)=O (stereo partly drawn)	-14	-1	2	1	-2	3	-0.1	i	1.4

An excerpt from above, reduced to eLon inh, MsrA inh and FAS TE block.
| canonical_smiles | eLon inh | MsrA inh | FAS TE block |
| --- | --- | --- | --- |
| CCC(C)NC(=O)C(Cc1ccccc1)NS(=O)(=O)c1cccc2nsnc12 (stereo not drawn) | 6 | -0.4 | -3 |
| CC1CC(=O)N(CC(=O)NCc2ccc3c(c2)OCO3)c2ccccc2S1 (stereo not drawn) | -5 | 1.7 | -2 |

Further compounds follow.
SMILES	FAS TE block	MsrA act	MLLE-PAM2 inh	CSN inh	Rin1 Abl inh	eLon inh	Tb MetRS inh	Neddyl block	MsrA inh
O=C(Nc1cccc(C(F)(F)F)c1)N1CCC(c2nc(-c3ccc(F)cc3)no2)CC1	29	0	-8	0	2	-1	-0.1	i	-0.9
COc1ccc(/C=C/C(=O)Nc2cccc(S(=O)(=O)NC3=NCCCCC3)c2)cc1OC	-4	-8	8	1	-5	6	-0.4	i	4.1
COc1cc(C(C)=O)ccc1OCC(=O)NC(=O)Nc1ccc(C)cc1C	-2	1	-24	4	-3	2	-0.6	i	0.4
COc1ccc(CCNC(=O)CN2C(=O)NC3(CCCCC3)C2=O)cc1	-4	-3	-8	0	-1	6	-0.2	i	0.0
CCCc1cc(=O)[nH]c2nnc(SCC(=O)NCc3ccc4c(c3)OCO4)n12	-5	-1	1	3	-1	2	-0.1	i	-0.9
Cc1cccc(CN2CCN(c3nc4nonc4nc3NC3CC3)CC2)c1	2	-17	14	-7	0	-5	-1.7	i	2.1
O=C(c1cccc(N2C(=O)C3CC=CCC3C2=O)c1)N1CCCc2ccccc21 (stereo not drawn)	5	-4	5	0	-1	-3	-0.4	i	-1.0
Cc1ccc(N(CC(=O)Nc2cc(Cl)ccc2Oc2ccccc2)S(C)(=O)=O)cc1C	24	4	6	2	-2	-1	-0.5	i	-0.2
O=C(NN1C(=O)C2C3C=CC(C4CC34)C2C1=O)c1cccc(Br)c1 (stereo not drawn)	-6	-6	-6	2	-3	8	-0.8	i	-0.8
N#Cc1ccc(NC(=O)Nc2ccc(Cl)cc2)cc1	15	-5	-18	-3	2	2	0.5	i	0.3
CC1CCN(CCn2c(=S)[nH]c3cc4c(cc3c2=O)OCO4)CC1	-4	-1	-7	-6	0	0	0.6	i	-0.5
CC(C(=O)NCc1ccccn1)N1C(=O)c2ccccc2C1=O (stereo not drawn)	-10	-3	0	5	-5	1	-0.6	i	0.2
CC(C)=CC(=O)OCC(=O)Nc1nc(C)c(Cl)cc1Cl	1	0	-3	1	1	8	-1.4	i	0.6
CCC(=O)c1ccccc1OCCCN1C(=O)NC(C)(C)C1=O	-8	-15	10	-2	2	-6	-1.3	i	-0.9
CNC(=S)N/N=C/c1ccco1	-4	-1	0	2	-4	-6	1.1	i	1.3
CC(C)C1NC(=S)N(C2CCCCC2)C1=O (stereo not drawn)	-6	-3	7	1	0	-8	0.5	i	-0.6
Cc1[nH]c2c(Cl)cccc2c(=O)c1CN1CCCCCC1	-5	2	18	3	1	-9	-0.2	i	-0.1
O=C(Nc1ccccc1)c1nc[nH]c1C(=O)Nc1ccccc1F	0	-2	1	4	1	-2	0.4	i	-0.4
COc1ccc(CC(=O)NCc2ccco2)cc1OC	-3	-9	-5	3	5	-3	-1.4	i	0.9
CCc1ccc([C@H]2[C@@H]3C(=O)C[C@@H]4C(=O)N(Cc5ccccc5)C(=O)[C@@H]4[C@@H]3CN2S(=O)(=O)c2ccc(C)cc2)cc1	59*	3	-3	1	-2	-2	-0.1	i	-0.2
CCOc1ccc(S(=O)(=O)n2c(C)nc3ccccc32)cc1	-8	-2	-10	3	-2	-7	-0.6	i	-0.5
CCCn1c2ccccc2c2cnn(CC(=O)NC(C)CC)c(=O)c21 (stereo not drawn)	0	-1	6	-7	2	0	-0.1	i	2.3
COc1ccc(/C(O)=C/Sc2nnc(Cc3ccccc3)o2)cc1	-9	-3	-65	5	-3	-6	-0.4	i	-1.1
Cn1c(SCc2cnc(-c3ccccc3)s2)nnc1C1COc2ccccc2O1 (stereo not drawn)	3	-2	-24	7	-1	-6	-1.0	i	0.0
C=CCn1c(NC(=O)c2ccccc2Cl)c(C#N)c2nc3ccccc3nc21	17	-1	-38	57*	5	-13	6.8*	.	2.2
